TAG inh = inhibitors of triacylglycerol accumulation; H9c2 cells, Nile Red lipid (TAG) fluorescence; cells loaded with 200 µM oleic acid; inhibition, % at 12.5 µM; 230,000 compounds, 0.66% hits; AID 651582;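 active = pattern-corrected inhibition of lipid staining of at least 50% with the nuclear-stain viability signal not falling by more than 50%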;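 also: 0% = DMSO wells and 100% = triacsin C control wells; some results filed as inactive read as strong as hits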
TAG inh DAPI viability = further read-out of TAG inh, marked with its call; DAPI nuclei signal change (viability), lower = more cytotoxic, %;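 whole-well DAPI fluorescence read on a plate reader as a viability signal; minus 50 percent equals half of cells still viable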
The depositor's hits bear a star.

The first 3 entries as a preview:
Value order: TAG inh, TAG inh DAPI viability
CCCCc1cc(=O)oc2c(CN(C)C)c(O)ccc12
 : 34, 149
Cc1ccc(NC(=O)COC(=O)Cn2ccc(=O)[nH]c2=O)cc1C
 : 6, 2
COCCNC(=O)c1ccc(Cl)c(S(=O)(=O)Nc2cccc(C)c2C)c1
 : 3, 14

The list itself, repeating the preview:
Value order: TAG inh, TAG inh DAPI viability
CCCCc1cc(=O)oc2c(CN(C)C)c(O)ccc12
 : 34, 149
Cc1ccc(NC(=O)COC(=O)Cn2ccc(=O)[nH]c2=O)cc1C
 : 6, 2
COCCNC(=O)c1ccc(Cl)c(S(=O)(=O)Nc2cccc(C)c2C)c1
 : 3, 14
Cc1nc(SCC(=O)NC2(C#N)CCCC2)n(CC(C)C)c1C
 : 17, 4
C=CCN=C1S/C(=C/c2ccc([N+](=O)[O-])cc2)C(=O)N1CC=C
 : -30, 12
O=C(COc1ccc(Cl)cc1)NCc1ccc(F)cc1
 : -13, 0
COc1ccc(-c2cc(C(=O)Nc3ccc(NC(C)=O)cc3)[nH]n2)c(C)c1
 : 7, 1
COc1cc(NC(=O)c2ccccn2)cc(OC)c1OC
 : -4, 2
O=[N+]([O-])c1ccc(Cl)c(S(=O)(=O)Nc2ccc(-c3ccc(N4CCOCC4)nn3)cc2)c1
 : 6, 2
CCc1nc2c(OCC(=O)c3ccc(Cl)cc3Cl)cccn2c1N(C=O)Cc1ccc(OC)cc1
 : 2, -4
Cc1cc(C)cc(OCC(=O)Nc2ccc(N3CCCCC3)cc2)c1
 : 20, -5
Cc1nc2c(-c3ccccc3)c(C)[nH]n2c(=O)c1Cl
 : -11, -8
O=C(NC(=O)c1ccc(F)cc1F)Nc1ccc(Cl)cc1
 : -1, 10
O=C(c1ccc(O)cc1)c1ccc(Cl)cc1
 : 5, -1
COc1ccc(C(=O)N2CCC(C)(C(=O)NS(=O)(=O)C3CC3)C2)c(OC)c1 (stereo not given)
 : 1, 5
CCOc1ccc(OCCC(=O)OCC(=O)NC2CCCC2)cc1
 : -1, 2
O=C(NCC1CCCCC1)c1ccc([N+](=O)[O-])cc1
 : -19, -1
O=C(NCCOc1ccccc1)c1ccccc1[N+](=O)[O-]
 : -9, -6
CC(=O)Nc1cccc(-c2cc(NC=O)c3ncc(-c4ccc(F)c(Cl)c4)n3c2)c1
 : 15, -18
Cn1c(=S)[nH]c2ccccc21
 : -12, 8

(more compounds)
Value order: TAG inh, TAG inh DAPI viability
Cn1c(SCC(=O)NCc2ccccc2)nnc1-c1ccc(NC(=O)CCc2ccccc2)cc1
 : 15, 5
O=C(CCCn1c(=O)[nH]c2cc(Cl)ccc2c1=O)NCCCN1CCCC1=O
 : -9, 4
Cc1cc(C(F)(F)F)c2c(N)c(C(=O)Nc3cc(C)on3)sc2n1
 : 3, 26
Cc1oc(C(=O)O)cc1COc1ccc2c(C)cc(=O)oc2c1
 : -6, 4
O=C(COC(=O)[C@@H]1CC(O)CN1S(=O)(=O)c1ccc(Cl)c(Cl)c1)NC(=O)NCc1ccccc1 (stereo not given in full)
 : -4, -2
CC(C)(C)NC(=O)C(OC(=O)c1cccs1)c1ccc(F)cc1 (stereo not given)
 : -6, 1
COC(=O)c1ccc(NC(=O)C(=O)N2CCN(C(=S)Nc3cccc(C)c3C)CC2)cc1
 : -1, -6
C/C(CC1CC(C)(C)OC1=O)=N\NC(N)=S (stereo not given)
 : -17, 1
COc1ccc(OCCCC(=O)OCC(=O)Nc2sccc2C(N)=O)cc1
 : 16, -4
CCOc1cc(/C=C2\C(=O)N(CCc3ccc(OC)c(OC)c3)C(C)=C2C(=O)OC)ccc1O
 : 14, -10
COC(=O)c1ccc(C2NC(=O)c3c(sc(C)c3C)N2)cc1 (stereo not given)
 : 4, 10
CCOC(=O)c1c(C)[nH]c(C)c1C(=O)CSc1nncs1
 : 2, 14
CCOC(=O)C1(C)NC(c2cccs2)C2C(=O)N(c3ccc(C)cc3)C(=O)C21 (stereo not given)
 : -4, 5
CC(Oc1ccccc1)C(=O)Nc1ccc(S(=O)(=O)N2CCN(C)CC2)cc1 (stereo not given)
 : 4, -5
Cc1ccc(-n2cnc3c(sc4nccc(N(C)C)c43)c2=O)cc1
 : -12, -1
O=C(COC(=O)CCS(=O)(=O)c1ccc(F)cc1)NC1CCCCC1
 : 11, -8
O=C(CCCN1C(=O)c2ccccc2C1=O)NC1=NCCS1
 : 8, -3
COCC1CCCCN1Cc1cn(-c2ccccc2)nc1-c1ccc2c(c1)OCO2 (stereo not given)
 : 2, 12
N#CCC(=O)Nc1ccc(C(=O)NNC(=O)CCN2CCN(c3ccccc3)CC2)cc1
 : -2, -12
CSc1nc(Cl)cc(N2CCOCC2)n1
 : 4, -11

New compounds follow:
Value order: TAG inh, TAG inh DAPI viability
COCCCNC(=O)c1cc(C)nn1-c1ccccc1
 : 6, -3
O=C(OCc1cn([C@@H]2CN(C(=O)c3cccs3)[C@@H](c3ccccc3)C[C@H]2O)nn1)c1ccccc1
 : -5, -14
O=C1CC(Nc2ccc(N3CCOCC3)cc2)C(=O)N1C1CCCCC1 (stereo not given)
 : -25, 1
COc1ccc(CC(=O)NCc2nnc(SCc3ccc([N+](=O)[O-])cc3)n2C)cc1
 : -1, -7
COc1ccc(C(=O)C2CCCN(Cc3ccc4nonc4c3)C2)cc1F (stereo not given)
 : 3, 3
O=C(NCCc1ccccc1)C1CCC(CNc2c(N3CCCCC3)c(=O)c2=O)CC1 (stereo not given)
 : -12, -5
Cc1ccc(NC(=O)CN(C)C(=O)C(Sc2ccccc2)c2ccccc2)cc1 (stereo not given)
 : -7, -7
Cc1c(NC(=S)SCc2ccccc2)c(=O)n(-c2ccccc2)n1C
 : 3, -14
Cc1ccc2oc(C(=O)N3CCN(c4cccc(C)n4)CC3)c(C)c2c1
 : -8, 4
Cc1ccc2[nH]c(-c3cccc(N)c3)cc2c1
 : 2, -7
CCc1ccc(/C=N\n2cnnc2)cc1
 : 5, -5
CCCCN(C(=O)Cc1ccc(S(=O)(=O)N2CCOCC2)s1)c1c(N)n(CCCC)c(=O)[nH]c1=O
 : 1, -5
COc1cc(OC)c(C2C(C(=O)O)c3ccccc3C(=O)N2C)cc1OC (stereo not given)
 : 1, -6
CCCCSc1nc2c(=O)[nH][nH]c(=O)c2n1Cc1ccccc1
 : 6, 0
CCOC(=O)N1CCN(S(=O)(=O)c2ccc(C)cc2)C1c1ccc(OC)cc1 (stereo not given)
 : 9, -1
COc1ccc(N2CCC(CNC(=O)Nc3ccc(C)c(C)c3)C2)cc1 (stereo not given)
 : -24, 3
O=C(c1ccc(Cl)cc1)N(Cc1ccc(Br)cc1)N1C(=O)CCC1=O
 : -2, -3
CCOc1ccc(-n2c(=O)[nH]cc(C(=O)N3CCCc4ccccc43)c2=O)cc1
 : 23, -1
CCCCC(=O)Nc1ccc(NC(=O)c2cc(OC)c(OC)c(OC)c2)cn1
 : 12, -7
Cc1ccc(SCC(=O)N2CCC(C(N)=O)CC2)cc1
 : -8, 14

A stretch from further up:
Value order: TAG inh, TAG inh DAPI viability
CCCCC(=O)Nc1ccc(NC(=O)c2cc(OC)c(OC)c(OC)c2)cn1
 : 12, -7
Cc1ccc(SCC(=O)N2CCC(C(N)=O)CC2)cc1
 : -8, 14

Later entries.
mol,TAG inh,TAG inh DAPI viability
CN1CCN(c2nc(NCCOC34CC5CC(CC(C5)C3)C4)nc(OCC(F)(F)F)n2)CC1,33,-44
Cc1cccc(CN2CCOCCS2(=O)=O)c1,24,-3
CCCC(=O)N=c1sc2cccc(F)c2n1C,-21,0
COc1cc(-c2cc(C(F)(F)F)n3ncc(C(=O)O)c3n2)cc(OC)c1OC,1,12
CCOC(=O)/C(C)=N/NC(=O)c1cccc([N+](=O)[O-])c1,3,1
CCN(CC)S(=O)(=O)c1ccc(NC(=O)COC(=O)c2ccc(NC(=O)CC#N)cc2)cc1,0,6
CN1CCC=C(C(=O)N2c3ccccc3Sc3ccc(Cl)cc32)C1,18,0
O=C(NN=C1CCCCC1)c1ccccc1OCc1ccc(F)cc1,1,6
CCOc1ccc2[nH]c(=O)c(CN(Cc3ccco3)C(=O)c3ccc(Br)cc3)cc2c1,-5,-4
Cc1nnc(SCC(=O)NC2CC2)s1,-7,30
OCC1(Cc2cccc(Cl)c2)CCCN(Cc2ccc3cc(F)ccc3n2)C1 (stereo not given),-4,6
CCN(CC)c1ccc(S(=O)(=O)N2CCOCC2)cc1NC(=O)CNCc1cccc(Cl)c1,5,-2
CC(OC(=O)C1COc2ccccc2O1)C(=O)N(C)c1ccccc1 (stereo not given),7,-2
Cc1cc(NC(=O)c2cc3cc([N+](=O)[O-])ccc3s2)no1,7,5
CCOc1ccc(-c2nc(N)nc(C)c2-c2ccc(OC)c(OC)c2)c(O)c1,-6,-6
O=C(O)c1ccccc1C(=O)c1cccs1,0,-2
Cc1cc(NC(=O)CSc2nnc(Nc3ccccc3F)s2)no1,-17,11
Nc1nonc1-c1noc(COc2ccccc2Cl)n1,24,-7
Cc1ccc(C)c(N2N=C(C(=O)Nc3nccs3)CCC2=O)c1,-4,1
COc1ccc(C(CCN2CCCCC2)c2c(OC)cc(OC)c3c(-c4ccccc4)cc(=O)oc23)cc1 (stereo not given),44,-17
CC(NC(=O)CCc1ccc(S(=O)(=O)NC2CCCCC2)cc1)c1ccccc1 (stereo not given),3,-2
COc1cc2c(cc1OC)C(C1C(=O)CCCC1=O)N(C(=O)CCl)CC2 (stereo not given),4,15
CCCc1cc(=O)[nH]c(SC(CC)C(=O)Nc2ccccc2C#N)n1 (stereo not given),-8,8
O=C(NCc1cccc(Cl)c1)c1ccc(-n2cncn2)c2ccoc12,4,3
COC(=O)Cc1c(C)c2ccc(OCC(=O)N(C)C)cc2oc1=O,0,7
CC1CC(C)CN(C(=O)CSc2ncnc3sccc23)C1 (stereo not given),-2,0
COC(=O)c1cc(NC(=O)CSc2ncn[nH]2)ccc1Cl,4,1
O=C(CSc1ncnc2c1oc1ccccc12)Nc1nccs1,3,-4
C=CCn1cc(/C=N/N2C(=O)C3C4C=CC(C4)C3C2=O)c2ccccc21 (stereo not given),-9,7
CCc1noc(C)c1C(=O)Nc1nc2ccc(S(C)(=O)=O)cc2s1,8,-7

Profiles as entered above.
O=C(NCCOc1ccccc1)c1ccccc1[N+](=O)[O-] in the list: TAG inh = -9; TAG inh DAPI viability = -6
CCOc1cc(/C=C2\C(=O)N(CCc3ccc(OC)c(OC)c3)C(C)=C2C(=O)OC)ccc1O in the list: TAG inh = 14; TAG inh DAPI viability = -10
CCOC(=O)N1CCN(S(=O)(=O)c2ccc(C)cc2)C1c1ccc(OC)cc1 (stereo not given) in the list: TAG inh = 9; TAG inh DAPI viability = -1

Next section:
mol,TAG inh,TAG inh DAPI viability
COc1ccc(C(=O)N/N=C(\C)CC(=O)Nc2ccc(N(C)C)cc2)c(OC)c1,-2,3
Cc1nn(-c2ccccc2)nc1CNC(=O)C(C)Cc1ccccc1 (stereo not given),-28,1
COc1ccc(/C=N/OCC(=O)OCC(=O)N(C)c2ccccc2)cc1,4,7
C=C(C)CSc1nc2c(c(=O)[nH]c(=O)n2C)n1CCC(C)C,3,6
Cc1cccnc1CN1CCN(Cc2nc(C(c3ccccc3)c3ccccc3)no2)CC1,-21,-3
Cc1nc(N)sc1-c1ccccc1,9,-6
COc1ccc(C(=O)N/N=C(\C)CC(=O)Nc2cccc(C(F)(F)F)c2)cc1,18,5
COc1ccc(Cc2nnc(NS(=O)(=O)c3ccccc3)s2)cc1,3,-11
CCc1nnc(NC(=O)C2CCN(c3ncnc4sc(C)c(C)c34)CC2)s1,-20,6
Cc1c(NC(=O)C2CCN(S(=O)(=O)c3ccccc3)CC2)c(=O)n(-c2ccccc2)n1C,1,-3
CN(C)c1ccc(CNC(=O)CN(C)S(=O)(=O)c2cccc3cccnc23)cc1,5,-3
COc1ccc(C2=NOC(CNC(N)=S)C2)cc1 (stereo not given),-1,15
Cc1ccc(-c2csc(N(CC3CCCO3)C(=O)c3ccco3)n2)cc1 (stereo not given),5,1
COc1ccc([C@H]2C[C@H](n3cc(-c4ccc(F)cc4)nn3)[C@@H](O)CN2Cc2cccs2)cc1,-8,4
CCOC(=O)/C(C#N)=C/Nc1ccsc1C(=O)OC,-5,3
O=C(NC1CCCC1)C(c1cccs1)N(C(=O)c1ccco1)c1ccc2c(c1)OCCO2 (stereo not given),-33,6
FC(F)(F)c1ccc(-c2noc(CN3CCCN(C4CCCCC4)CC3)n2)cc1,-14,9
CC(=O)COc1ccccc1OC(=O)c1ccco1,-1,12
O=C(CCCC(=O)NN=Cc1ccccc1Cl)NN=Cc1ccccc1Cl,0,-7
Cc1nc(CC(C)C)cc(C(=O)N2CCCC(CNS(=O)(=O)c3cccs3)C2)n1 (stereo not given),6,-8
COc1ccc(N2CCN(C(CNC(=O)c3ccco3)c3ccco3)CC2)cc1 (stereo not given),4,1
Cc1ccc(-n2ncc(C#N)c2/N=C/N(C)C)cc1,-18,13
COc1ccccc1C(=O)NC(=O)COC(=O)c1cnc(C)cn1,-3,-9
COc1ccc(C(CNC(=O)Cc2cc(OC)c(OC)c(OC)c2)N2CCCC2)cc1 (stereo not given),10,-3
Cc1ccccc1CCNC(=O)C1CCC(=O)N(C2CCCCCC2)C1 (stereo not given),16,-2
O=c1c2c(ncn1Cc1ccccc1)nc1n2CCC1,4,-1
COc1ccc(OC)c(C2=NOC(C(=O)Nc3cc(C)on3)C2)c1 (stereo not given),-9,1
COc1ccc(OC)c(N(CC(=O)NCCSC2CCCCC2)S(=O)(=O)c2ccccc2)c1,-5,1
CN(C(=O)COc1ccccc1C(=O)NCc1ccccc1)C1CCS(=O)(=O)C1 (stereo not given),7,-10
O=C(CSCC(=O)N1CCOCC1)Nc1nc(-c2ccccc2)cs1,30,-1
COc1ccc(OC)c(C2C3=C(CCCC3=O)Nc3c2c(=O)n(C)c(=O)n3C)c1 (stereo not given),-4,11

Assay outcomes: PubChem BioAssay, Sanford-Burnham Center for Chemical Genomics

This is a subset; count on the stated rates, not on these rows.
